M1AAP inhibition: P. falciparum M1AAP inhibitors, biochemical, fluorogenic H-Leu-NHMec substrate, 1536-well (AID 1445); recombinant M1AAP, H-Leu-NHMec fluorogenic kinetic assay; higher % means a stronger effect; hit rate 0.42% among 220,000; one-dose inhibition, % at 30 µM; IC50 in µM for titrated hits;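 active means primary inhibition above the hit cutoff, then over 50% inhibition at one or more dose response concentrations, cut at about 23% in these data, passing the limit was not always enough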;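 further: plate controls were DMSO full reaction for no effect and no enzyme background for full effect; strong numbers were not always called active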
bCat nuc transl: alters nuclear translocation of beta-catenin in HeLa cells. nuclear translocation activity, % at 5 µM. immunofluorescence imaging. hit rate 0.3% among 190,000. AID 1665;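 active means nuclear translocation activity above 50% at 5 µM, with a well cell count of 50 or more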;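 further: per-cell ratio of nuclear to cytoplasmic median beta-catenin stain intensity; plate controls were DMSO negative control for no effect and GSK-3 inhibitor IX positive control for full effect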
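Signal – beta-catenin immunofluorescence imaging with DAPI · Test system – human HeLa cell line · Dosing – 5 µM primary single dose, 0.1% DMSO, 0.02–20 µM confirmation series · Measure – % activation, nuclear-to-cytoplasmic median beta-catenin signal ratio per cell · Incubation – 24 h compound exposure at 37°C, 5% CO2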
Yfh1-off respiration: mitochondrial function rescue without frataxin homolog – Friedreich's ataxia, plus single-dose screen, dose response (AID 1465); S. cerevisiae Yfh1-off respiration, WST-1 reduction, 72 h; higher fold induction means a stronger effect; fold induction at 50 µM, or EC50 in µM where a hit was titrated; hit rate 0.074% among 220,000;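 active means fold induction of absorbance versus untreated yeast above a set limit, then at least 30% activation at any dose in follow-up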;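 further: activators that raise dye reduction in frataxin-depleted yeast; strong numbers were not always called active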
MT stabilizer: microtubule stabilization, imaging screen | HeLa tubulin immunostaining HCS, 24 h; share of cells brighter than vehicle mean+2SD | % tubulin-high responders, % at 10 µM | hit rate 0.83% among 200,000;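 active means plate Z-score above 3 for both tubulin-high and condensed-nucleus cell shares, with cell loss under 80%, at 10 µM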;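 further: anti alpha tubulin signal scored within the nucleus-defined area of each cell; some results filed as inactive read as strong as hits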
T cell modulator: T cell immune modulators affecting CD8 T cell-vesicle binding. 2C CD8+ T cell-vesicle binding, flow cytometry; hits give low values. calls only at 7 µM. hit rate 0.068% among 330,000. AID 2052;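 active means response, share of CD8 T cells binding vesicles, and their 90th percentile fluorescence all below set limits, cut at about 80% in these data, passing the limit was not always enough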
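Test system: purified 2C TCR transgenic mouse naive CD8+ T cells. Probe or stimulus: QL9-peptide-loaded Drosophila micro-vesicles bearing Ld, ICAM-1 and B7-1. Incubation: binding step 1.5 h, 37 °C, antibody labelling 20 min, ice. Measured by: flow cytometry of vesicle-bound cells.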
Autophagy HCS: alters autophagy in cells | MEF GFP-LC3 puncta imaging; test concentration mostly 10 µM | calls only at 10 µM (by protocol) | hit rate 0.98% among 190,000 | AID 463193;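 active means percentage of spot-positive cells more than 3 SD above its plate mean, without a fluorescence outlier flag or 80% toxicity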;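 further: spot-positive cell cutoff set from DMSO-treated cells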
Dynein transport: blocks dynein driven cargo transport along microtubules | z-score, hits read low | 3617.4 mouse cells, GR-EGFP nuclear translocation imaging; test concentration mostly 20 µM; stimulated with dexamethasone, 1 µM; hits give low values | hit rate 0.47% among 220,000;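 active means plate z-score of nuclear minus cytoplasmic receptor signal below a set negative limit, without overly bright fluorescence or cell loss, cut at about -3.5 in these data, passing the limit was not always enough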;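 further: z-score of nuclear minus cytoplasmic ring GR-EGFP intensity difference per well; some compounds called inactive have numbers as strong as hits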
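Buffer or medium: tet-free, stripped-serum medium; reagent: dexamethasone at 1.0 µM final, 30 min; incubation: 48 h induction, 1 h compound, 30 min dex at 37 °C; measured by: formaldehyde fixation, Hoechst nuclear stain, 10x automated fluorescence imaging; read-out: nuclear-to-cytoplasmic GR-EGFP distribution per well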
WT yeast gro inh: growth inhibition of WT yeast, mitochondrial fusion screen. mitochondrial fusion phenotypic screen, WT strain. inhibition, % at 10 µM. hit rate 2.1% among 190,000. AID 1362; in the data active means inhibition above about 58%; tested in S. cerevisiae
P. falciparum M17LAP: P. falciparum M17LAP inhibitors, primary screen, biochemical, fluorogenic H-Leu-NHMec substrate, 1536-well (AID 1619); hit rate 0.38% among 220,000; one-dose inhibition, % at 30 µM; IC50 in µM for titrated hits; recombinant M17LAP, H-Leu-NHMec fluorogenic kinetic assay; higher % means a stronger effect;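 active means compound inhibiting the enzyme by more than half at any dose during confirmatory dose-response retesting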;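 further: plate controls were full reaction with DMSO carrier for no effect and no enzyme background for full effect; strong numbers were not always called active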
WT yeast gro inh mutant strain: also measured in WT yeast gro inh; calls as there; inhibition, %; mitochondrial fusion phenotypic screen, mutant strain inhibition
Dynein transport cytoplasmic EGFP: recorded beside Dynein transport, whose call it bears; z-score; measured here: cytoplasmic GR-EGFP intensity; hits give high values
Dynein transport nuclear GR-EGFP: second read-out of Dynein transport, no call of its own (marks repeat the call); z-score; measured here: nuclear GR-EGFP intensity;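 lower value marks the stronger effect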
Dynein transport cell count: recorded beside Dynein transport, whose call it bears; z-score; measured here: cell count per field
bCat nuc transl cell count 5 µM: also measured in bCat nuc transl; calls as there; cell count; measured here: cell count, cytotoxicity flag
T cell modulator vesicle-bound %: further read-out of T cell modulator, marked with its call; double positive events, %; measured here: CD8+ vesicle-bound cell fraction;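 binding gate set so that unloaded-vesicle control wells show 10% double positive cells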
MT stabilizer Hoechst-high %: recorded beside MT stabilizer, whose call it bears; % Hoechst-high responders; measured here: nuclear condensation Hoechst responders;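 share of cells brighter than vehicle mean plus two SD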
MT stabilizer cytotoxicity %: further read-out of MT stabilizer, marked with its call; toxicity, %; measured here: cytotoxicity by cell density;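 0% = mean cell density of plate MIN control wells and 100% = no cells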
Autophagy HCS cell loss 18 h: further read-out of Autophagy HCS, marked with its call; toxicity, %; measured here: cell loss, nuclei count;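 cell loss after 18 h compound exposure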
* = called active by the depositor; i = inactive; nt = not tested or not shown.

nr	Structure	M1AAP inhibition	bCat nuc transl	bCat nuc transl cell count 5 µM	Yfh1-off respiration	MT stabilizer	MT stabilizer Hoechst-high %	MT stabilizer cytotoxicity %	T cell modulator	T cell modulator vesicle-bound %
1	COc1ccc(CNC(=S)N2CCN(S(=O)(=O)c3cccc(F)c3)CC2)cc1	5%	1.0	1249	i	nt	nt	nt	i	12
2	COc1ccc(Nc2nc3c(C)cccn3c(=O)c2C=NCc2ccccc2)cc1	1%	-1.7	1166	i	2.3	2.8	4.9	i	41
3	Nc1ccccc1Sc1ccc(C(F)(F)F)cc1[N+](=O)[O-]	0%	-3.8	1251	i	nt	nt	nt	i	28
4	N#CC1=C(N)C2=CCCC[C@H]2[C@H](c2cccc(F)c2)C1(C#N)C#N	7%	0.2	1077	i	4.9	2.8	9.1	i	47
5	Cc1nccn1CCCNC(=O)CC1C(=O)NCCN1Cc1ccc(Cl)c(F)c1 (stereo unspecified)	6%	-1.7	969	i	2.7	2.3	1.1	i	49
6	O=[N+]([O-])c1cccc(/C=N/Nc2nnc(-c3ccccc3)c(-c3ccccc3)n2)c1	3%	-4.8	1107	i	3.0	3.0	7.3	i	23
7	O=C(c1cc2ccccc2oc1=O)N(Cc1ccc2c(c1)OCO2)Cc1ccco1	5%	0.5	927	i	2.2	1.3	7.7	i	55
8	CCCCC(=O)Nc1cc(C)c(NC(=O)c2cccs2)cn1	3%	-1.2	1529	i	2.4	1.6	5.4	i	34
9	CC(=O)c1ccc(NC(=O)C2CC(=O)N(Cc3ccccc3)C2)cc1 (stereo unspecified)	2%	-4.5	1264	i	1.6	1.1	5.9	i	12
10	CC12CC3CC(C)(C1)CC(Nc1nc(N4CCOCC4)nc4ccccc14)(C3)C2	-2%	-0.5	1033	i	nt	nt	nt	i	57

nr	Autophagy HCS	Autophagy HCS cell loss 18 h	Dynein transport	Dynein transport cytoplasmic EGFP	Dynein transport nuclear GR-EGFP	Dynein transport cell count	WT yeast gro inh	WT yeast gro inh mutant strain	P. falciparum M17LAP
1	nt	nt	-1.1	-0.8	-0.84	0.66	nt	nt	2%
2	i	-5	-1.1	-0.32	-0.58	0.44	11	0	-1%
3	nt	nt	-0.59	-0.21	-0.32	0.49	nt	nt	3%
4	i	4	-1.3	0.19	-0.92	0.5	39	8	13%
5	i	6	2	0.095	1.6	-2.5	-13	-11	-27%
6	i	11	-0.73	-0.3	-0.52	0.75	-8	-9	13%
7	i	1	-0.39	-0.22	-0.37	0.84	26	24	4%
8	i	-6	-0.085	0.0078	-0.085	-0.22	16	-13	14%
9	i	3	-0.36	0.72	0.11	0.34	-2	-6	-1%
10	nt	nt	-0.22	-0.29	-0.36	0.83	nt	nt	-3%

(further entries)
nr	Structure	M1AAP inhibition	bCat nuc transl	bCat nuc transl cell count 5 µM	Yfh1-off respiration	MT stabilizer	MT stabilizer Hoechst-high %	MT stabilizer cytotoxicity %	T cell modulator	T cell modulator vesicle-bound %
11	COc1ccc(NS(=O)(=O)c2ccc(Cl)c(N)c2)cc1Br	-2%	-1.3	1059	i	2.4	3.2	1.8	i	19
12	CC(C)CC(=O)NC(=S)Nc1ccc(S(=O)(=O)N2CCN(C)CC2)cc1	4%	0.2	959	i	3.5	2.6	6.8	i	35
13	COc1ccc(N2CCN(c3ncnc4c3cnn4-c3ccc(C)cc3C)CC2)cc1	8%	0.1	1031	i	2.7	1.4	3.4	i	50
14	O=C(CSc1cccc2cccnc12)Nc1cccc(S(=O)(=O)N2CCOCC2)c1	0%	-1.7	1067	i	2.6	2.7	5.1	i	17
15	O=C(O)CC(O)C(=O)O (stereo unspecified)	2%	nt	nt	i	2.2	2.5	1.4	i	25
16	CCN(CC)CCN1C(=O)c2ccccc2NC1c1cccc(F)c1 (stereo unspecified)	4%	-8.4	1002	i	2.2	1.7	4.6	i	43
17	CC(C)[C@@H](C(=O)N1CCNCC1)n1cc(CCO)nn1	-1%	3.1	1021	i	1.0	0.7	0.5	i	30
18	O=c1c2c(nc3nc[nH]n13)CCC2	7%	nt	nt	i	1.4	1.2	5.3	i	14
19	O=S(=O)(Nc1cccc(Cl)c1)c1ccc2oc(=S)[nH]c2c1	5%	11	837	i	3.9	2.4	5.6	i	42
20	COc1c(OC)c(O)c2c(=O)cc(-c3c(O)cccc3O)oc2c1OC	4%	1.7	990	i	2.4	1.3	12	i	45

nr	Autophagy HCS	Autophagy HCS cell loss 18 h	Dynein transport	Dynein transport cytoplasmic EGFP	Dynein transport nuclear GR-EGFP	Dynein transport cell count	WT yeast gro inh	WT yeast gro inh mutant strain	P. falciparum M17LAP
11	i	-1	0.49	0.79	1.2	-1.1	15	-4	5%
12	i	-9	-0.28	-0.33	-0.61	1.1	-2	1	5%
13	i	-4	-0.93	-0.15	-0.41	0.63	-8	2	4%
14	i	0	-0.28	-0.033	-0.023	-0.68	-2	-13	-16%
15	i	17	0.31	-0.33	0.45	0.54	5	10	-8%
16	i	0	-0.27	-0.18	-0.22	0.031	7	-6	-215%
17	i	19	1.2	-0.21	1.1	-1.3	-5	-1	-1%
18	i	2	-0.57	-0.23	-0.19	0.2	-2	2	-1%
19	i	18	0.78	-0.32	0.62	-0.059	-22	7	8%
20	i	14	1.6	-0.068	1.1	-1.6	2	-1	7%

Pulled by compound from the list above:
nr	Structure	M1AAP inhibition	bCat nuc transl	bCat nuc transl cell count 5 µM	Yfh1-off respiration	MT stabilizer	MT stabilizer Hoechst-high %	MT stabilizer cytotoxicity %	T cell modulator	T cell modulator vesicle-bound %
18	O=c1c2c(nc3nc[nH]n13)CCC2	7%	nt	nt	i	1.4	1.2	5.3	i	14
16	CCN(CC)CCN1C(=O)c2ccccc2NC1c1cccc(F)c1 (stereo unspecified)	4%	-8.4	1002	i	2.2	1.7	4.6	i	43
19	O=S(=O)(Nc1cccc(Cl)c1)c1ccc2oc(=S)[nH]c2c1	5%	11	837	i	3.9	2.4	5.6	i	42
14	O=C(CSc1cccc2cccnc12)Nc1cccc(S(=O)(=O)N2CCOCC2)c1	0%	-1.7	1067	i	2.6	2.7	5.1	i	17

nr	Autophagy HCS	Autophagy HCS cell loss 18 h	Dynein transport	Dynein transport cytoplasmic EGFP	Dynein transport nuclear GR-EGFP	Dynein transport cell count	WT yeast gro inh	WT yeast gro inh mutant strain	P. falciparum M17LAP
18	i	2	-0.57	-0.23	-0.19	0.2	-2	2	-1%
16	i	0	-0.27	-0.18	-0.22	0.031	7	-6	-215%
19	i	18	0.78	-0.32	0.62	-0.059	-22	7	8%
14	i	0	-0.28	-0.033	-0.023	-0.68	-2	-13	-16%

Carrying on.
nr	Structure	M1AAP inhibition	bCat nuc transl	bCat nuc transl cell count 5 µM	Yfh1-off respiration	MT stabilizer	MT stabilizer Hoechst-high %	MT stabilizer cytotoxicity %	T cell modulator	T cell modulator vesicle-bound %
21	CC(C)NC(=O)C(Sc1ccccc1)c1ccccc1 (stereo unspecified)	-4%	-3.7	1230	i	2.0	1.2	4.3	i	61
22	COc1ccc(CSc2nc(C)[nH]c2[N+](=O)[O-])cc1[N+](=O)[O-]	5%	1.3	1284	i	nt	nt	nt	i	48
23	O=C(CCc1nnc(CCCCc2ccccc2)o1)N1CCN(CCO)CC1	1%	-0.1	1303	i	nt	nt	nt	i	38
24	CC(=C/c1ccccc1)/C=C1/SC(N2CCOCC2)=NC1=O	5%	-1.2	1295	nt	1.8	1.3	5.2	i	19
25	CN1CCC(=O)N([C@H](CSc2ccc(Br)cc2)Cc2ccccc2)CC1	-3%	1.6	1076	i	nt	nt	nt	i	60
26	Cc1nc(N2CCC(C)CC2)c2oc3ccccc3c2n1	1%	1.1	1120	i	24*	20*	19*	i	19
27	CCOC(=O)c1c(C)[nH]c(N=Nc2ccccc2Cl)c1C	nt	0.2	1320	i	nt	nt	nt	i	15

nr	Autophagy HCS	Autophagy HCS cell loss 18 h	Dynein transport	Dynein transport cytoplasmic EGFP	Dynein transport nuclear GR-EGFP	Dynein transport cell count	WT yeast gro inh	WT yeast gro inh mutant strain	P. falciparum M17LAP
21	i	-6	0.3	0.21	0.62	-0.5	6	12	3%
22	nt	nt	0.35	-0.22	0.63	-0.11	nt	nt	-2%
23	nt	nt	0.78	-0.24	0.4	-0.28	nt	nt	2%
24	i	1	0.18	0.058	-0.26	-0.55	6	0	13%
25	nt	nt	-0.73	-0.76	-0.39	1.1	nt	nt	7%
26	i	11	0.22	-0.22	0.22	0.55	9	-25	11%
27	nt	nt	3.6	-0.15	1.9	-1.9	nt	nt	nt

Compound activity deposited in PubChem by several laboratories.
